All columns: NCI-60 one-dose screen, growth in % after 48 h at 10 µM unless noted; 100 = growth as untreated, 0 = no growth, -100 = all killed.
SK-OV-3: SK-OV-3 ovarian cancer cells; 80,000 tested, 3.2% active
IGROV1: IGROV1 ovarian cancer; 79,000 tested, 4.7% active; AID 1794786
OVCAR-8: OVCAR-8 ovarian cancer. 81,000 tested, 4.4% active. AID 1794782
NCI/ADR-RES: NCI/ADR-RES ovarian cells; AID 1794790; 81,000 tested, 4.4% active
DU-145: DU-145 prostate cancer | 81,000 tested, 4.2% active | AID 1794760
OVCAR-5: OVCAR-5 ovarian cancer. 82,000 tested, 2.9% active. AID 1794783
OVCAR-4: OVCAR-4 ovarian cancer cells. 80,000 tested, 3.7% active
OVCAR-3: OVCAR-3 ovarian cancer; 79,000 tested, 7% active; AID 1794787
* hit, by the source's call; / = no result given; & = joins results of further samples. How the source made its calls: active means growth percent below 10; inactive means the rest.

1) CN1C(=O)N(C)C2Nn3c(s/c(=C\c4ccccc4)c3=O)=NC21 (stereo not drawn)
2) O=C1OCC(O)=C1Cc1ccccc1
3) CCN1C(=O)N(CC)C2Nn3c(s/c(=C\c4cccnc4)c3=O)=NC21 (stereo not drawn)
4) NS(=O)(=O)c1ccc(CCNC(=O)/C=C/c2ccc(Cl)cc2)cc1
5) CC1SC(c2ccc(Cl)cc2)N(CCc2cccs2)C1=O (stereo not drawn)
6) COc1ccc(C(=O)NNC(=O)c2cc(OC)c(OC)c(OC)c2)cc1OP(=O)(O)O

entry no.	1	2	3	4	5	6
NCI/ADR-RES	100	102	80	103	-11*	80
OVCAR-3	100	119	104	105	-30*	95
OVCAR-4	101	94	93	87	8.7*	91
OVCAR-5	100	106	98	99	8.3*	116
IGROV1	100	115	97	92	4.0*	98
SK-OV-3	100	105	103	105	5.5*	95
DU-145	106	109	107	100	/	101
OVCAR-8	96	112	97	95	4.0*	70

7) Oc1c(I)cc(I)c2cccnc12
8) CCN(CC)c1ccc(CN(C)Cc2ccc(Br)cc2)cc1
9) CCOC(=O)C1=C(C)n2nc(CC#N)c(C#N)c2NC1c1ccc(Cl)cc1 (stereo not drawn)
10) CCN(CC)CCNC(=O)c1ccc(-c2nc3ccc4[nH]ncc4c3c3c2CCCC3)cc1
11) CCCSC(=O)Nc1ccc(Cc2ccc(NC(=O)SCCC)cc2)cc1
12) COc1ccc(C2CC(c3cc4ccccc4oc3=O)=NN2c2ccc(S(=O)(=O)NC(=O)Nc3ccccc3C)cc2)cc1 (stereo not drawn)

entry no.	7	8	9	10	11	12
NCI/ADR-RES	48&94	85	92	71	111	98
OVCAR-3	103	94	89	78	111	107
OVCAR-4	103	90	99	76	108	87
OVCAR-5	80&104	93	103	87	103	83
IGROV1	41&95	109	84	35	108	109
SK-OV-3	76&90	105	105	44	107	/
DU-145	79&104	101	97	54	111	111
OVCAR-8	48&96	96	108	59	101	100

13) CCOC(=O)C1=C(C)NC(SCc2nnc(-c3ccc(OC)cc3)o2)=NC1c1ccc(F)cc1 (stereo not drawn)
14) C/C(=N\Nc1ccc(C(=O)O)cc1)c1cnn(-c2cc(=O)[nH]c3ccc(Cl)cc23)c1C
15) C=C1CC[C@@H]2C(C)(C)[C@H](O)CC[C@@]2(C)[C@@H]1COc1ccc2ccc(=O)oc2c1
16) C=C1CC/C=C(\C)C(=O)C[C@@H]2[C@@H]1CC2(C)C
17) Nc1ccccc1NC(=O)c1ccc(CN2CCC/C(=C\c3ccccn3)C2=O)cc1
18) O=C1C2[C@@H]([C@H]3CO[C@@H]1O3)[C@H]2C(=O)c1cccs1 (stereo partly drawn)

entry no.	13	14	15	16	17	18
NCI/ADR-RES	103	109	5.0*	115	29	102
OVCAR-3	102	105	47	97	28	119
OVCAR-4	93	111	51	110	48	106
OVCAR-5	104	109	109	108	21	110
IGROV1	99	107	61	11	21	128
SK-OV-3	86	95	104	101	48	102
DU-145	101	113	57	102	46	109
OVCAR-8	96	106	17	98	26	108

19) COC(=O)[C@H](Cc1ccc(O)cc1)NC(=O)[C@H](Cc1ccccc1)NCc1cccc(O)c1
20) O=C(O)CCC(CC(=O)O)C(=O)O (stereo not drawn)
21) CC(C)c1cc(C(=O)N2Cc3ccccc3C2)c(O)c2cnoc12
22) O=C(CCCCCCCCC(=O)N/N=C/c1cccc2ccccc12)N/N=C/c1cccc2ccccc12
23) Cc1ccc(S(=O)(=O)NCCCNc2nccc(-c3c(-c4cccc([N+](=O)[O-])c4)nc4sccn34)n2)cc1
24) O=C(/C=C/c1ccccc1Cl)c1ccccc1

entry no.	19	20	21	22	23	24
NCI/ADR-RES	102	113	93	99	27	111
OVCAR-3	101	120	103	105	45	103
OVCAR-4	108	/	93	104	40	91
OVCAR-5	99	106	104	100	99	94
IGROV1	109	109	104	85	40	98
SK-OV-3	115	101	101	95	93	93
DU-145	106	115	99	103	47	98
OVCAR-8	104	106	101	98	30	100

25) COc1ccc(NC(=O)c2cc(NCc3cc(O)ccc3O)ccc2O)cc1
26) Nc1c2c(=O)oc3c4ccccc4nc3c2[nH]n1CCO
27) O=c1[nH]c2ccccc2nc1N/N=C/c1ccc(O)cc1
28) CNc1nc(NC)nc(NNC(=O)c2ccccc2)n1
29) NNc1cc2c(nn1)CCN(C(=O)c1ccccc1)C2
30) COc1cc(NC(=O)C(O)CN(C)Cc2ccc(C(F)(F)F)cc2)ccc1C#N (stereo not drawn)

entry no.	25	26	27	28	29	30
NCI/ADR-RES	101	104	108	106	110	97
OVCAR-3	84	119	119	109	104	109
OVCAR-4	92	104	93	102	103	96
OVCAR-5	116	124	103	102	105	94
IGROV1	88	103	105	114	109	97
SK-OV-3	86	80	119	106	114	102
DU-145	97	107	113	109	110	114
OVCAR-8	83	96	106	102	104	91

31) CN1CC(c2ccc([N+](=O)[O-])cc2)C2(SC(=NC3CCCCC3)N(Nc3ccccc3)C2=O)C12C(=O)Nc1cc(Cl)ccc12 (stereo not drawn)
32) Cc1cc(-c2ccc(N=Nc3c(S(=O)(=O)O)cc4cc(S(=O)(=O)O)cc(N)c4c3O)c(C)c2)ccc1N=Nc1cc(S(=O)(=O)O)c2ccccc2c1O
33) O=C(COc1ccccc1)NCC(=O)Nc1ccc(Oc2ccccc2)cc1
34) CCN(CC)c1ccccc1-c1ccccc1
35) COc1cc(C2CC(c3ccc(N4CCNCC4)cc3)=NN2)ccc1F (stereo not drawn)
36) O=C(O)c1ccc(Nc2nc(O)c(C=Nc3ccc(Cl)cc3)s2)cc1

entry no.	31	32	33	34	35	36
NCI/ADR-RES	47	97	115	109	105	103
OVCAR-3	46	/	105	110	91	114
OVCAR-4	58	105	107	107	91	106
OVCAR-5	75	87	108	106	102	109
IGROV1	64	96	99	103	82	96
SK-OV-3	78	93	116	111	84	100
DU-145	82	112	107	114	104	114
OVCAR-8	71	97	97	106	84	100

37) Cc1ccc(C)c2c1SC1=NNC(Oc3ccc(Cl)cc3)=C(C#N)C(=N)N12
38) Cc1c(C(=O)NC(Cc2ccccc2)C(=O)C(=O)NCCc2ccccn2)[nH]c2ccccc2c1=O (stereo not drawn)
39) CC(C)(C)c1cc(NC(=O)Nc2ccc(-c3cn4c5c(sc4n3)CCc3cn(CCCN4CCCCC4)cc3-5)cc2)no1
40) COc1ccccc1N1CCN(CC(O)COc2c(Br)c(Br)c(Br)c3c2OC(C)(C)C3)CC1 (stereo not drawn)
41) CCCCC[C@H](OC)c1ccccc1[C@@H]1O[C@@H](CCCC(=O)OC)[C@H](O)[C@H]1O
42) O=C(NC(Cc1cc(=O)[nH]c2ccccc12)C(=O)O)c1ccc(Cl)cc1 (stereo not drawn)

entry no.	37	38	39	40	41	42
NCI/ADR-RES	105	101	-43*	46	92	101
OVCAR-3	110	97	/	/	110	112
OVCAR-4	/	102	-78*	30	116	109
OVCAR-5	111	101	-32*	61	103	104
IGROV1	88	107	-78*	-20*	106	112
SK-OV-3	96	104	97	84	108	106
DU-145	112	104	-96*	97	110	118
OVCAR-8	108	101	-52*	62	99	125

43) O/N=C(\CSc1nnc(-c2c[nH]c3ccccc23)n1-c1ccccc1)c1ccc(Cl)cc1
44) CCSC(SCC)C(O)C(O)C(O)CO (stereo not drawn)
45) COc1ccc(C2CC(c3ccc(N)cc3)=NN2c2ccccc2)cc1OC (stereo not drawn)
46) CN(C)CCOc1ccc(Nc2cc(NCc3ccco3)ncn2)cc1
47) N#Cc1c(F)cccc1N1CCSCC1
48) CC1=C(C(=O)OCc2ccccc2)C(c2cccc3ccccc23)n2c(nc3ccccc32)N1 (stereo not drawn)

entry no.	43	44	45	46	47	48
NCI/ADR-RES	-70*	107	105	106	101	-6.9*
OVCAR-3	34	121	109	108	103	-6.6*
OVCAR-4	-81*	/	104	98	92	47
OVCAR-5	-43*	95	100	92	86	41
IGROV1	-34*	107	107	98	104	31
SK-OV-3	-1.6*	106	111	101	99	25
DU-145	-31*	119	102	106	101	29
OVCAR-8	6.4*	98	100	102	98	31

49) CC(C)(C)c1ccc(C(=O)C2CC2)cc1
50) CC(C)CCCC(=O)O
51) O=c1c2cc(F)ccc2sc2c(-n3cccc3)nc3ccccc3c12
52) N#CC(C#N)=Cc1cc2ccccc2n2nnnc12
53) O=C1NCc2c1c1ccccc1[nH]c2=O
54) CCCCCC/C(C)=C\C(=O)OCC

entry no.	49	50	51	52	53	54
NCI/ADR-RES	114	109	93	89	105	109
OVCAR-3	120	114	111	93	107	117
OVCAR-4	110	97	97	107	101	114
OVCAR-5	101	100	87	94	104	106
IGROV1	108	104	72	106	109	111
SK-OV-3	106	108	85	84	100	101
DU-145	112	111	104	108	102	112
OVCAR-8	108	114	85	95	98	101

55) CCCCNc1ccc2c3c(cccc13)C(=O)N(NCC(O)COc1ccc3c(C)cc(=O)oc3c1)C2=O (stereo not drawn)
56) COc1ccc(C[n+]2c3ccccc3n3c4ccc(N)cc4ccc32)c(OC)c1OC
57) Cn1c(=O)c2c(c3ccccc31)OC(N)=C(C#N)C21C(=O)c2ccccc2C1=O
58) O=C(O)C(=Cc1ccc(Br)cc1)C(=O)O
59) Cc1cc(SCc2ccccc2)nc(N)n1
60) CCOC(=O)c1noc2c1CCc1c-2cn(Cc2ccc(OC)cc2)c1-c1cc(OC)c(OC)c(OC)c1

entry no.	55	56	57	58	59	60
NCI/ADR-RES	86	103	103	107	105	22
OVCAR-3	88	51	99	112	123	3.5*
OVCAR-4	75	56	92	101	/	63
OVCAR-5	106	100	98	116	/	71
IGROV1	79	74	92	116	/	33
SK-OV-3	99	70	91	103	108	65
DU-145	89	81	107	113	104	24
OVCAR-8	91	47	97	104	105	33

Some of these compounds in order of number of heavy atoms, low to high:
50) CC(C)CCCC(=O)O
54) CCCCCC/C(C)=C\C(=O)OCC
44) CCSC(SCC)C(O)C(O)C(O)CO (stereo not drawn)
59) Cc1cc(SCc2ccccc2)nc(N)n1
52) N#CC(C#N)=Cc1cc2ccccc2n2nnnc12
51) O=c1c2cc(F)ccc2sc2c(-n3cccc3)nc3ccccc3c12
46) CN(C)CCOc1ccc(Nc2cc(NCc3ccco3)ncn2)cc1
45) COc1ccc(C2CC(c3ccc(N)cc3)=NN2c2ccccc2)cc1OC (stereo not drawn)

entry no.	50	54	44	59	52	51	46	45
NCI/ADR-RES	109	109	107	105	89	93	106	105
OVCAR-3	114	117	121	123	93	111	108	109
OVCAR-4	97	114	/	/	107	97	98	104
OVCAR-5	100	106	95	/	94	87	92	100
IGROV1	104	111	107	/	106	72	98	107
SK-OV-3	108	101	106	108	84	85	101	111
DU-145	111	112	119	104	108	104	106	102
OVCAR-8	114	101	98	105	95	85	102	100

57) Cn1c(=O)c2c(c3ccccc31)OC(N)=C(C#N)C21C(=O)c2ccccc2C1=O
56) COc1ccc(C[n+]2c3ccccc3n3c4ccc(N)cc4ccc32)c(OC)c1OC
48) CC1=C(C(=O)OCc2ccccc2)C(c2cccc3ccccc23)n2c(nc3ccccc32)N1 (stereo not drawn)
55) CCCCNc1ccc2c3c(cccc13)C(=O)N(NCC(O)COc1ccc3c(C)cc(=O)oc3c1)C2=O (stereo not drawn)

entry no.	57	56	48	55
NCI/ADR-RES	103	103	-6.9*	86
OVCAR-3	99	51	-6.6*	88
OVCAR-4	92	56	47	75
OVCAR-5	98	100	41	106
IGROV1	92	74	31	79
SK-OV-3	91	70	25	99
DU-145	107	81	29	89
OVCAR-8	97	47	31	91

(list continues)
61) CS(=O)(=O)c1ccc(C(=O)N/N=C/c2ccccc2F)cc1
62) Cn1nnnc1-c1ccc(N)cc1
63) N#CCCCCOCCCCC#N
64) COc1ccc(-c2nc3cc(C(=O)Nc4ccncc4)ccc3n2C2CCCCC2)cc1
65) Cc1ccc(S(=O)(=O)Nc2ccc(Cl)c(Cl)c2)cc1
66) N#CC(CC(=O)OCc1ccccc1)NC(=O)OCc1ccccc1 (stereo not drawn)

entry no.	61	62	63	64	65	66
NCI/ADR-RES	107	98	106	100	91	110
OVCAR-3	107	101	109	109	99	95
OVCAR-4	101	100	98	112	/	103
OVCAR-5	107	94	103	98	109	96
IGROV1	107	99	112	105	110	/
SK-OV-3	93	96	109	113	106	96
DU-145	100	99	108	105	103	116
OVCAR-8	86	107	107	97	101	100

67) NC(=O)NCC(N)C(=O)O (stereo not drawn)
68) CCOC(=O)c1c(C)oc2ncnc(N3CCN(C(=O)Nc4ccccc4)CC3)c12
69) N#CCc1nn2c(CCC(=O)c3nc4ccccc4[nH]3)nnc2s1
70) Cc1ccc(C2=Nn3c(Cc4ccccc4)nnc3SC2)cc1
71) OCc1c(-c2ccccc2)nc2n1CCS2
72) CCOC(=O)/C=C1\S/C(=N\Nc2ccc([N+](=O)[O-])cc2[N+](=O)[O-])N(Cc2ccccc2)C1=O

entry no.	67	68	69	70	71	72
NCI/ADR-RES	101	87	102	69	106	75
OVCAR-3	112	95	99	/	72	84
OVCAR-4	106	93	108	97	104	69
OVCAR-5	106	91	104	94	118	95
IGROV1	114	100	93	85	94	88
SK-OV-3	92	94	105	97	94	104
DU-145	112	104	/	98	/	81
OVCAR-8	100	94	105	94	87	73
